Source: PubChem BioAssay
BioA inh: inhibitors of Mycobacterium tuberculosis BioA enzyme | purified M. tuberculosis BioA enzyme, plate reader | inhibition, % at 9.99 µM | actives 0.096% (n = 360,000); in the data active = inhibition above about 40%
The depositor's hits bear a star. Only part of the results is shown; rates above refer to the full screens.

SMILES	BioA inh
C[C@@H]1CCCCO[C@@H](CN(C)CC2CCCCC2)[C@H](C)CN([C@@H](C)CO)C(=O)c2cc(NC(=O)CCCCCC(=O)Nc3ccccc3N)ccc2O1	-0.9
C/C=C/c1ccc([C@@H]2[C@@H](CO)N(C(=O)CC)[C@H]2CNC(=O)CC)cc1	-3.4
O=C(C[C@H]1C=C[C@H](NC(=O)CC2CC2)[C@@H](CO)O1)NCC(F)(F)F	0.9
CNC[C@H]1Oc2ccc(NC(=O)CCCN(C)C)cc2C(=O)N([C@@H](C)CO)C[C@H]1C	-4.5
C[C@H]1CN([C@@H](C)CO)S(=O)(=O)c2ccc(C#CCC3CCCC3)cc2O[C@@H]1CN(C)Cc1ccc(C(=O)O)cc1	-3.0
C[C@H](CO)N1C[C@H](C)[C@@H](CN(C)C(=O)Cc2ccccn2)Oc2ncc(-c3ccc(F)cc3)cc2C1=O	-0.6
C[C@H]1CN([C@@H](C)CO)C(=O)c2cc(C#Cc3ccccc3)cnc2O[C@@H]1CN(C)S(=O)(=O)c1ccccc1F	0.8
COc1ccc(NC(=O)N(C)C[C@@H]2Oc3ccc(NC(=O)Nc4c(C)noc4C)cc3CC(=O)N([C@@H](C)CO)C[C@H]2C)cc1	-1.4
C[C@@H]1CN([C@@H](C)CO)C(=O)c2cc(-c3ccccc3)cnc2O[C@H]1CN(C)Cc1ccccc1	2.6
O=C(C[C@@H]1C=C[C@H](NC(=O)Nc2cc(F)ccc2F)[C@@H](CO)O1)NCc1ccccn1	-1.9
CO[C@@H]1CN(C)C(=O)c2cc(NC(=O)c3cnccn3)ccc2OC[C@@H](C)N(CCc2ccccc2)C[C@@H]1C	9.2
O=C(CC1CC1)N1[C@H](CO)[C@H]2c3ccccc3N(S(=O)(=O)c3ccccc3F)C[C@H]21	-1.4
Cc1cc(C(=O)Nc2ccc3c(c2)C(=O)N(C)[C@H]2CC[C@H](CC(=O)NCc4ccc(-c5ccccc5)cc4)O[C@H]2CO3)no1	-1.5
COc1ccc(C(=O)Nc2ccc3c(c2)OC[C@@H](C)N(C)C[C@@H](C)[C@@H](OC)CN(C)C3=O)cc1	-0.7
Cc1ccc(S(=O)(=O)N(C)C[C@H]2Oc3c(NC(=O)Nc4ccc5c(c4)OCO5)cccc3C(=O)N([C@@H](C)CO)C[C@H]2C)cc1	0.7
COc1ccccc1S(=O)(=O)N(C)C[C@H]1OCc2ccccc2-c2ccccc2C(=O)N([C@@H](C)CO)C[C@H]1C	0.2
O=C(Nc1ccc(F)cc1)N1[C@@H](CO)[C@@H]2c3ccccc3NC[C@@H]21	-2.0
O=C(C[C@@H]1C=C[C@H](NC(=O)Nc2cc(F)ccc2F)[C@H](CO)O1)Nc1ccccc1	1.1
C[C@H]1CCCCO[C@@H](CN(C)C(=O)Nc2ccccc2)[C@@H](C)CN([C@@H](C)CO)C(=O)c2cc(NC(=O)NC3CCCCC3)ccc2O1	2.4
O=C(NCC[C@H]1CC[C@H](NS(=O)(=O)c2ccccc2)[C@H](CO)O1)c1cc(Cl)cc(Cl)c1	-0.3
CN(C)c1ccc2c(c1)[C@H]1C[C@H](CC(=O)NC3CCCC3)O[C@H](CO)[C@H]1O2	-1.8
COCC(=O)N1CC[C@@H]2[C@@H](CO)Nc3ccc(-c4cccc(C(=O)N(C)C)c4)cc3[C@@H]21	2.4
COc1ccc(NC(=O)Nc2ccc3c(c2)C(=O)N([C@H](C)CO)C[C@H](C)[C@H](CN(C)Cc2ccc4c(c2)OCO4)OCCCC[C@@H](C)O3)cc1	0.1
O=C(Nc1ccccc1F)N[C@H]1C=C[C@@H](CC(=O)N2CCCCC2)O[C@@H]1CO	-1.3
O=C(C[C@H]1CC[C@@H](NS(=O)(=O)c2ccccc2)[C@@H](CO)O1)NCc1ccccc1F	-0.8
CCCNC(=O)N1C[C@H]2[C@@H](c3ccccc31)[C@H](CO)N2C(=O)Cc1ccccn1	3.7
CNC[C@H]1Oc2c(NC(=O)NC(C)C)cccc2C(=O)N([C@@H](C)CO)C[C@H]1C	-2.3
O=C(C[C@H]1CC[C@H]2[C@@H](COC[C@@H](O)CN2C(=O)c2ccccc2)O1)N1CCc2ccccc2C1	2.3
O=C(C[C@H]1C=C[C@H](NC(=O)c2cnccn2)[C@@H](CO)O1)NCc1ccccc1F	0.3
O=C(C[C@H]1C=C[C@@H](NC(=O)c2ccccn2)[C@@H](CO)O1)NCc1cc(F)cc(F)c1	-5.5
CC(=O)N(C)C[C@@H]1Oc2cc(C#CCC(C)C)ccc2S(=O)(=O)N([C@H](C)CO)C[C@@H]1C	0.3
C[C@@H]1CCCCO[C@@H](CN(C)C(=O)Nc2ccccc2)[C@H](C)CN([C@@H](C)CO)C(=O)c2cc(NS(=O)(=O)c3cn(C)cn3)ccc2O1	2.2
CCC(=O)N(C)C[C@@H]1Oc2ncc(C#Cc3cccnc3)cc2C(=O)N([C@@H](C)CO)C[C@@H]1C	3.8
C[C@@H]1CN([C@@H](C)CO)C(=O)c2cc(NC(=O)CCN3CCOCC3)ccc2O[C@H]1CN(C)C(=O)Nc1cccc2ccccc12	-1.3
C[C@@H]1CN([C@@H](C)CO)C(=O)Cc2cc(NC(=O)CCCCCC(=O)Nc3ccccc3N)ccc2O[C@H]1CN(C)Cc1ccncc1	-2.6
O=C(CCN1CCCCC1)N[C@@H]1CC[C@@H](CCNS(=O)(=O)c2ccc(F)cc2)O[C@H]1CO	-4.3
COCC(=O)Nc1ccc2c(c1)C(=O)N(C)C[C@H](OC)[C@H](C)CN(C(=O)C1CCCC1)[C@H](C)CO2	-4.1
CCC(=O)N1[C@@H]2c3ccc(C4=CCCC4)c(=O)n3C[C@@H]2[C@@H](CO)[C@@H]1C(=O)NCc1ccccc1	-0.3
COc1ccc(NC(=O)N(C)C[C@H]2Oc3ccc(NC(=O)Nc4c(C)noc4C)cc3CC(=O)N([C@@H](C)CO)C[C@H]2C)cc1	2.5
O=C(C[C@@H]1CC[C@@H]2[C@H](COC[C@H](O)CN2CCC(F)(F)F)O1)NCC1CCCCC1	1.7
C[C@@H]1CCCCO[C@H](CN(C)S(C)(=O)=O)[C@@H](C)CN([C@H](C)CO)C(=O)c2cc(NC(=O)NC3CCCCC3)ccc2O1	0.1
CNC(=O)C[C@H]1CC[C@H]2[C@@H](COC[C@@H](O)CN2S(=O)(=O)c2ccc(Oc3ccccc3)cc2)O1	-2.2
CCCc1cn(CC[C@H]2CC[C@H](NC(=O)CCN3CCCCC3)[C@H](CO)O2)nn1	0.6
C[C@@H]1CCCCO[C@H](CN(C)C(=O)Cc2ccccc2)[C@@H](C)CN([C@H](C)CO)C(=O)c2cc(NC(=O)Nc3ccc(F)cc3)ccc2O1	-0.2
CN(C)CC(=O)N1[C@@H]2c3ccc(-c4ccccc4)c(=O)n3C[C@H]1[C@H](CO)[C@H]2C(=O)N1CCOCC1	-1.8
C[C@@H]1CCCCO[C@@H](CN(C)C(=O)c2ccccc2)[C@H](C)CN([C@@H](C)CO)C(=O)c2cc(NS(=O)(=O)c3ccc(Cl)cc3)ccc2O1	-1.4
CNC(=O)C[C@H]1CC[C@H]2[C@@H](COc3ccc(NC(=O)c4ccc5c(c4)OCO5)cc3C(=O)N2C)O1	-0.5
COCC#Cc1ccc2c(c1)O[C@@H](CN(C)CC1CCCCC1)[C@@H](C)CN([C@@H](C)CO)S2(=O)=O	1.4
C[C@H]1CN([C@@H](C)CO)C(=O)c2cccc(NC(=O)NC3CCCCC3)c2O[C@H]1CN(C)C(=O)Nc1ccc(F)cc1	2.3
COc1ccc(C#Cc2ccc([C@@H]3[C@@H](CO)N4CCCCN(C(=O)Nc5ccccc5F)C[C@H]34)cc2)cc1	-3.1
C[C@H]1CN([C@@H](C)CO)S(=O)(=O)c2ccc(/C=C/c3ccccc3)cc2O[C@H]1CN(C)C(=O)C1CC1	1.9
CO[C@@H]1CN(C)C(=O)c2ccc(NC(=O)c3cnccn3)cc2OC[C@@H](C)N(CC2CC2)C[C@H]1C	-3.0
CN1C(=O)c2cc(NC(=O)Nc3ccccc3Cl)ccc2OC[C@@H]2O[C@@H](CC(=O)NCCCN3CCOCC3)CC[C@@H]21	0.4
O=C(NC1CCCC1)N1CCCCN2[C@H](CO)[C@@H](c3ccc(-c4ccncc4)cc3)[C@H]2C1	10.2
C[C@H](CO)N1C[C@H](C)[C@@H](CN(C)C(=O)Nc2ccc(F)cc2)OCCCC[C@H](C)Oc2ccc(NC(=O)Nc3ccc(C(F)(F)F)cc3)cc2C1=O	-0.7
C[C@@H]1CN([C@H](C)CO)C(=O)c2cccc(NC(=O)Nc3cccc4ccccc34)c2O[C@@H]1CN(C)C(=O)Nc1ccc(F)cc1	-0.5
CO[C@@H]1CN(C)C(=O)c2ccc(NC(=O)Nc3ccccc3F)cc2OC[C@H](C)NC[C@H]1C	-2.3
Cc1noc(C)c1NC(=O)N(C)C[C@@H]1Oc2ncc(/C=C/c3ccccc3)cc2C(=O)N([C@H](C)CO)C[C@H]1C	-0.7
CC(C)C(=O)Nc1ccc2c(c1)C(=O)N(C)[C@@H]1CC[C@H](CC(=O)NCc3ccccc3)O[C@@H]1CO2	7.7
N#C[C@H]1[C@H](c2ccccc2)[C@H](CO)N1C(=O)c1cccnc1	-0.5

(cont.)
SMILES	BioA inh
C/C=C/c1ccc([C@@H]2[C@@H](CO)N[C@@H]2CN(C)S(=O)(=O)c2ccccc2)cc1	2.9
CN(C[C@H]1N[C@@H](CO)[C@@H]1c1ccccc1)C(=O)c1ccccn1	3.5
COc1ccc(NC(=O)N(C)C[C@@H]2Oc3ncc(C#Cc4ccc(C(F)(F)F)cc4)cc3C(=O)N([C@H](C)CO)C[C@@H]2C)cc1	-1.5
C[C@@H]1CN([C@H](C)CO)C(=O)c2cccc(NC(=O)c3nc4ccccc4s3)c2O[C@@H]1CN(C)S(=O)(=O)c1ccc(F)cc1	-1.9
C[C@H]1CN([C@@H](C)CO)C(=O)Cc2cc(NS(=O)(=O)c3ccccc3)ccc2O[C@@H]1CN(C)C(=O)Nc1ccccc1	-0.8
CO[C@@H]1CN(C)C(=O)c2cc(NC(=O)c3cccc(F)c3)ccc2OC[C@@H](C)NC[C@@H]1C	4.4
CC(C)NC(=O)Nc1ccc2c(c1)C(=O)N([C@H](C)CO)C[C@H](C)[C@@H](CN(C)CC1CC1)OCCCC[C@@H](C)O2	0.2
COc1cccc(S(=O)(=O)N2CC[C@@H]3[C@H]2c2cc(-c4ccc(C#N)cc4)ccc2N[C@@H]3CO)c1	-2.5
C[C@H]1CCCCO[C@H](CN(C)S(=O)(=O)c2cccs2)[C@@H](C)CN([C@@H](C)CO)C(=O)c2cc(N(C)C)ccc2O1	-3.3
COc1ccc(CN(C)C[C@H]2Oc3ccc(NC(=O)c4ccncc4)cc3CC(=O)N([C@H](C)CO)C[C@H]2C)cc1	0.2
C[C@H]1CN([C@@H](C)CO)C(=O)c2cc(C#CCN(C)C)cnc2O[C@@H]1CN(C)C(=O)c1ccc2c(c1)OCO2	4.2
C[C@@H]1CN([C@H](C)CO)C(=O)c2cc(-c3ccc(F)cc3)cnc2O[C@@H]1CN(C)Cc1ccc(F)cc1	1.1
C[C@@H]1CN([C@@H](C)CO)C(=O)c2cc(-c3ccccc3)cnc2O[C@H]1CN(C)C(=O)C1CCCCC1	5.9
C[C@H]1CN([C@@H](C)CO)C(=O)c2cc(NS(=O)(=O)c3ccc(Cl)cc3)ccc2O[C@H]1CN(C)C(=O)Nc1ccccc1	-0.1
CCCNC(=O)C[C@@H]1C[C@H]2c3cc(NC(=O)Nc4ccc(F)cc4)ccc3O[C@H]2[C@H](CO)O1	-0.4
COc1ccc(NC(=O)N(C)C[C@H]2OCCCC[C@H](C)Oc3ccc(NC(=O)NC4CCCCC4)cc3C(=O)N([C@@H](C)CO)C[C@H]2C)cc1	-1.4
CO[C@@H]1CN(C)C(=O)c2cc(NC(=O)Nc3ccc(Cl)cc3)ccc2OC[C@H](C)N(C)C[C@@H]1C	0.5
CCC(=O)N1[C@H](CN(C)C(C)=O)[C@@H](c2ccc(-c3cccc(F)c3)cc2)[C@@H]1CO	-2.8
C[C@@H]1CCCCO[C@@H](CN(C)CC2CCCCC2)[C@@H](C)CN([C@H](C)CO)C(=O)c2cc(NC(=O)Nc3ccc(F)cc3)ccc2O1	-2.3
N#Cc1cccc(-c2ccc3c(c2)[C@H]2[C@H](CCN2Cc2cncnc2)[C@@H](CO)N3)c1	6.8
Cc1cccc(S(=O)(=O)N2C[C@H]3[C@@H](c4ccccc42)[C@@H](CO)N3C(=O)c2ccccc2)c1	-2.9
C[C@H](CO)N1C[C@H](C)[C@@H](CN(C)C(=O)CCC(F)(F)F)OCCCC[C@H](C)Oc2ccc(NS(=O)(=O)c3ccccc3)cc2C1=O	0.0

Some of the entries above in a different format:
| mol | BioA inh |
| --- | --- |
| COc1cccc(S(=O)(=O)N2CC[C@@H]3[C@H]2c2cc(-c4ccc(C#N)cc4)ccc2N[C@@H]3CO)c1 | -2.5 |
| C[C@H]1CCCCO[C@H](CN(C)S(=O)(=O)c2cccs2)[C@@H](C)CN([C@@H](C)CO)C(=O)c2cc(N(C)C)ccc2O1 | -3.3 |
| COc1ccc(CN(C)C[C@H]2Oc3ccc(NC(=O)c4ccncc4)cc3CC(=O)N([C@H](C)CO)C[C@H]2C)cc1 | 0.2 |
| C[C@H]1CN([C@@H](C)CO)C(=O)c2cc(C#CCN(C)C)cnc2O[C@@H]1CN(C)C(=O)c1ccc2c(c1)OCO2 | 4.2 |
| C[C@@H]1CN([C@H](C)CO)C(=O)c2cc(-c3ccc(F)cc3)cnc2O[C@@H]1CN(C)Cc1ccc(F)cc1 | 1.1 |
| C[C@@H]1CN([C@@H](C)CO)C(=O)c2cc(-c3ccccc3)cnc2O[C@H]1CN(C)C(=O)C1CCCCC1 | 5.9 |
| C[C@H]1CN([C@@H](C)CO)C(=O)c2cc(NS(=O)(=O)c3ccc(Cl)cc3)ccc2O[C@H]1CN(C)C(=O)Nc1ccccc1 | -0.1 |
| CCCNC(=O)C[C@@H]1C[C@H]2c3cc(NC(=O)Nc4ccc(F)cc4)ccc3O[C@H]2[C@H](CO)O1 | -0.4 |
| COc1ccc(NC(=O)N(C)C[C@H]2OCCCC[C@H](C)Oc3ccc(NC(=O)NC4CCCCC4)cc3C(=O)N([C@@H](C)CO)C[C@H]2C)cc1 | -1.4 |
| CO[C@@H]1CN(C)C(=O)c2cc(NC(=O)Nc3ccc(Cl)cc3)ccc2OC[C@H](C)N(C)C[C@@H]1C | 0.5 |
| CCC(=O)N1[C@H](CN(C)C(C)=O)[C@@H](c2ccc(-c3cccc(F)c3)cc2)[C@@H]1CO | -2.8 |
| C[C@@H]1CCCCO[C@@H](CN(C)CC2CCCCC2)[C@@H](C)CN([C@H](C)CO)C(=O)c2cc(NC(=O)Nc3ccc(F)cc3)ccc2O1 | -2.3 |
